HTRA1 inh: inhibitors of human serine peptidase HTRA1 | inhibition, % at 5.96 µM | Q92743 | AID 504803 | 340,000 compounds, 0.5% hits | recombinant HTRA1, FP-rhodamine activity-based probe, fluorescence polarization; in the data active = inhibition above about 36%;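 note: 0% = enzyme with DMSO and 100% = wells lacking enzyme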
Target sequence (Q92743 whole entry, looked up): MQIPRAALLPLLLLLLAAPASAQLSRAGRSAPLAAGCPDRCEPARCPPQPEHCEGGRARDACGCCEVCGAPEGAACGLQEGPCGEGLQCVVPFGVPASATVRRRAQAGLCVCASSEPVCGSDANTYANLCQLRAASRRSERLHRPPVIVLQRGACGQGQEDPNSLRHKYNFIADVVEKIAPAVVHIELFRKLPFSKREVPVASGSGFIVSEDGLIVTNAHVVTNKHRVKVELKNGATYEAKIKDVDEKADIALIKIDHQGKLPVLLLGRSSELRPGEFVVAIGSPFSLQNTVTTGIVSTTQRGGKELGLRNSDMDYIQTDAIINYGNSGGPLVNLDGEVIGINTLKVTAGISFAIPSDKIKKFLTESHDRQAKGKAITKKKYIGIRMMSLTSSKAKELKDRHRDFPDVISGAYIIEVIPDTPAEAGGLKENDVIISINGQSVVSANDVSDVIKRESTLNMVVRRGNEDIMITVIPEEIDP
mABHD4 FP: ABHD4 (mouse) inhibition, primary FP screen; 370,000 compounds, 0.54% hits; purified mABHD4, FP-Rh probe fluorescence polarization; Q8VD66; inhibition, % at 8.92 µM;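 active = inhibition exceeding the mean over every tested compound plus 3 SD, cut at about 30% in these data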;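 note: 0% = plate median of compound wells and 100% = S159A mutant with DMSO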
Target sequence (Q8VD66 whole entry, looked up): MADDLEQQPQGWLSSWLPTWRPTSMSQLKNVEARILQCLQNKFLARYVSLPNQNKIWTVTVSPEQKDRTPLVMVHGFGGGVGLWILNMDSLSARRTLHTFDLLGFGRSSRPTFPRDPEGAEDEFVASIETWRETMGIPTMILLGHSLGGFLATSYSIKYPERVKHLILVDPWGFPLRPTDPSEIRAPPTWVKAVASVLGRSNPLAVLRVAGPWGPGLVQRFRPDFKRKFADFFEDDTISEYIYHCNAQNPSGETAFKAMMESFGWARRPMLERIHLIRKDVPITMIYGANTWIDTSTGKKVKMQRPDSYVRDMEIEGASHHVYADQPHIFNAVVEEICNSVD
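Test system: mABHD4 protein; Read-out basis: % inhibition; Incubation: 45 min + 60 min at 25 °C; Repeats: single replicate; Technique: fluorescence polarization with parallel and perpendicular emission, 525/598 nm; Compound: 8.92 µM, single dose; Benchmarks: full inhibition S159A mutant plus DMSO, zero as sample-well median.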
NPR2 activator: GC-B (human) receptor activation; P20594; HEK293-GC-B cells, CNP EC30, cGMP TR-FRET; 0% at EC30 CNP, 100% saturating CNP; activation, % at 10 µM; 370,000 compounds, 0.11% hits;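 active = activation at 10 µM reaching about 35% in either raw or pattern-adjusted values, limit read from the data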
PG9 binder: small molecules binding HIV-1 gp120 antibody PG9; inhibition, % at 6.7 µM; TR-FRET gp120-PG9 antibody binding; 360,000 compounds, 0.43% hits; in the data active = inhibition above about 8.5%
ARFGAP1 inh: inhibitors of rat ARFGAP1. Q62848. Arfgap1-stimulated ARF1 GTP hydrolysis, GDP FP detection. inhibition, % at 16.5 µM. 360,000 compounds, 0.26% hits;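 active = inhibition above a per-plate limit, mean inhibition of low control wells plus 3 SD, cut at about 25% in these data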;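 note: 0% = DMSO wells with enzyme and 100% = wells lacking Arfgap1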
Target sequence (Q62848 1-136 limits assumed): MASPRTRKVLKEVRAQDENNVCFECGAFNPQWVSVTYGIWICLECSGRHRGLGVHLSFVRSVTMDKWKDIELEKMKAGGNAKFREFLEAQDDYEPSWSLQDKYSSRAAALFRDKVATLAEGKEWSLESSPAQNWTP
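Material: rat Arfgap1 GAP domain (His6, aa 1-136), purified enzyme. Also added: human ARF1(Δ1-17)-GTP substrate. Compound dosing: 16.5 µM single point, 1.26% DMSO. Timing: enzyme reaction 120 min at 25 °C after 20 min preincubation. Signal: GDP detection by fluorescence polarization. Read-out basis: percent inhibition of GAP-stimulated GDP formation, scaled between DMSO and no-Arfgap1 medians.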
SMARCA2 act: increases SMARCA2 function in MMTV reporter cells. activation, % at 9.1 µM. AID 652017. MG213 cells, MMTV-luciferase reporter, dexamethasone, overnight. 370,000 compounds, 1% hits; in the data active = activation above about 7.8%;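 note: 0% = vehicle wells and 100% = reference activator wells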
GC-A act: GC-A (human) enzyme activation. P16066. HEK293 GC-A cells, cGMP TR-FRET, EC30 ANP; 0% at EC30 ANP, 100% saturating ANP. activation, % at 10 µM. 370,000 compounds, 0.14% hits. AID 1671463; in the data active = activation above about 40%
Rev-erbA mod: modulators of human Rev-erb alpha DNA binding; AID 1259318; Rev-erbα–FITC-DNA binding, fluorescence polarization, 90 min; 370,000 compounds, 0.79% hits; activity, % at 10 µM; P20393;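 active = activity above about 14%, limit read from the data; passing the limit was not always enough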;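 note: 0% = DMSO wells with 35 nM protein and 100% = DMSO wells with 750 nM protein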
ASAP1 inh: inhibitors of human ASAP1 ArfGAP activity; inhibition, % at 16.5 µM; 360,000 compounds, 0.19% hits; ASAP1-stimulated ARF1 GTP hydrolysis, GDP FP detection; Q9ULH1; AID 624377; in the data active = inhibition above about 25%;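 note: 0% = vehicle with enzyme and substrate and 100% = no enzyme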
rCAG RNA binder: molecules binding r(CAG) RNA repeats; r(CAG) RNA repeat, TO-PRO-1 dye displacement fluorescence; inhibition, % at 3 µM; 370,000 compounds, 1.3% hits; AID 651821;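 active = inhibition above the plate cutoff, the mean of all test compounds on that plate plus 3 SD, cut at about 35% in these data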;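 note: 0% = DMSO alone and 100% = 100 µM mitoxantrone as full dye displacement; higher means more dye released from RNA so lower well fluorescence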
* marks the source's active call; other numbers are inactive results; / = not tested or not shown.

#	Structure	HTRA1 inh	mABHD4 FP	NPR2 activator	PG9 binder	ARFGAP1 inh
1	O=C(C1CCN(S(=O)(=O)c2cccs2)CC1)N1CCc2ccccc2C1	-3.5	3.8	5.2	-2.2	-1.6
2	CC(C)C[C@@H](COCc1cccc(Cl)c1)N1CCN(C(=O)c2ccc(C(F)(F)F)cc2)CCC1=O	/	-6.6	-3.6	-0.1	-6.6
3	CCOC(=O)C1CCN(C(=O)c2cc(OCC)c(OCC)c(OCC)c2)CC1	1.4	-0.8	4.3	0.3	0.5
4	Cc1cc(C)n(-c2nnc3n2N=C(c2c[nH]c4ccccc24)CS3)n1	-7.5	-9.3	15.8	1.8	1.2
5	CC(C)NC(=S)NNc1ncnc2sc3c(c12)CC(C)(C)OC3	/	1.6	38.1*	-3.1	1.8
6	O=C(/C=C1\OCc2ccccc21)c1ccccc1	/	5.0	-1.6	0.8	-10.8
7	C#CCN(C[C@H]1[C@H](OC(=O)NC2CCCC2)[C@H](OC(=O)NC2CCCC2)C[C@H]2C(=O)N(c3ccccc3)C(=O)[C@@H]12)S(=O)(=O)c1ccc(C)cc1	-28.1	-10.7	3.0	1.8	23.2
8	O=C1CN(C(=O)CNCc2ccccc2Cl)c2ccccc2N1	-2.8	5.8	-5.3	-2.1	6.0
9	NC(=O)c1oc2ccccc2c1NC(=O)CCc1ccccc1	3.0	-6.2	0.1	-0.5	-0.2
10	CCOc1ccc(S(=O)(=O)Nc2ccc3c(c2)OCO3)cc1	6.1	-0.2	-2.8	-1.1	0.2

#	SMARCA2 act	GC-A act	Rev-erbA mod	ASAP1 inh	rCAG RNA binder
1	1.9	-9.2	1.2	1.3	-0.4
2	-1.6	-7.0	3.8	4.8	-0.1
3	-3.9	4.4	-3.8	-0.9	-8.7
4	2.4	6.2	-1.7	-12.0	0.7
5	-1.2	32.9	-1.7	12.3	0.0
6	7.4	2.0	13.4*	-2.7	3.5
7	-0.5	-1.0	2.0	7.1	15.5
8	-2.7	-2.4	-1.2	5.8	0.7
9	-2.4	-5.8	-6.2	-16.6	1.7
10	-3.3	6.3	3.6	-5.3	1.6

(cont.)
#	Structure	HTRA1 inh	mABHD4 FP	NPR2 activator	PG9 binder	ARFGAP1 inh
11	COc1cc(C2=NOC(C(=O)N3CCOCC3)C2)cc(OC)c1OC (configuration not stated)	2.8	5.5	1.5	-1.4	0.8
12	CCCOP(=O)(OCCC)C1(Nc2ccc(C)cc2)CCCCC1	4.0	1.1	-8.3	1.3	-1.6
13	O=C(NCC1CCN(C(=O)C(=O)c2cc3ccccc3o2)CC1)c1ccncc1	/	2.7	-0.8	-0.5	2.6
14	COC(=O)C(CCSC)NC(=O)CNS(=O)(=O)c1ccc(Br)cc1 (configuration not stated)	0.8	6.5	-3.3	-0.1	7.2
15	COCCNC(=O)C[C@H]1CC[C@H]2[C@@H](COc3ccc(NC(=O)Nc4cccc(F)c4)cc3C(=O)N2C)O1	/	15.7	1.5	/	/
16	Fc1ccc(NC(=S)NCCc2ccccn2)cc1	2.1	-0.3	0.6	-3.4	4.3
17	COc1ccccc1CNC(=O)COC(=O)CNS(=O)(=O)c1ccc(C)cc1	-0.1	10.3	2.6	0.5	8.9
18	Cc1ccc(-c2cc3nc(-c4ccccc4)cc(NCCCO)n3n2)cc1	-106.3	11.3	-1.5	0.9	6.4
19	O=C1C(=O)N(CNc2cccnc2)c2ccccc21	-0.9	5.8	1.7	0.0	9.3
20	COCCn1c(Cc2ccccc2)nnc1SCc1nc2ccccc2c(=O)[nH]1	-3.9	-3.8	2.8	-2.6	4.2

#	SMARCA2 act	GC-A act	Rev-erbA mod	ASAP1 inh	rCAG RNA binder
11	0.9	5.4	-2.1	16.9	-2.3
12	1.7	-4.9	1.9	10.2	-9.6
13	-2.0	0.9	0.5	6.2	2.4
14	0.8	-5.0	-3.2	-9.9	-1.4
15	0.7	5.3	12.0	/	3.5
16	4.5	-0.2	-2.6	1.0	4.0
17	-2.7	1.2	0.5	-7.3	-1.2
18	-1.8	6.9	-2.1	-0.2	11.2
19	-1.8	0.9	0.9	13.1	0.5
20	-0.3	-2.2	-1.8	10.3	0.0

(further entries)
#	Structure	HTRA1 inh	mABHD4 FP	NPR2 activator	PG9 binder	ARFGAP1 inh
21	COCCNC(=O)c1ccc(C)c(S(=O)(=O)Nc2ccc(C)cc2)c1	10.1	-3.3	-0.8	-0.8	5.2
22	COc1cc(/C=C2/C(=N)N3OC(C)=CC3=NC2=O)ccc1OCCOc1ccc(C)cc1	0.5	-5.3	/	-1.1	2.2
23	Cc1cccnc1NC(=O)CN1C(=O)c2ccccc2S1(=O)=O	1.4	-0.1	-0.6	-0.1	1.5
24	O=C(Nc1ccc(S(=O)(=O)Nc2nccc(C3Cc4ccccc4C(=O)O3)n2)cc1)c1ccccc1 (configuration not stated)	-10.3	-6.8	3.5	-1.6	14.7
25	CC(C)OC(=O)C1Cc2ccccc2CN1S(=O)(=O)c1cccs1 (configuration not stated)	-5.6	-2.8	-0.4	-1.5	0.2
26	Cc1ccc(NC(=O)CN(C)C(=O)CSc2nnc(NC(C)C)s2)cc1	2.6	-3.1	3.2	-0.2	13.4
27	Cc1ccc(S(=O)(=O)Oc2cc(N)c3c(n2)CCC3)cc1	1.8	-5.7	-1.3	1.0	-2.2
28	CSc1nnc(C2CCCN(CC(=O)Nc3ccccc3N3CCOCC3)C2)n1C(C)C (configuration not stated)	5.4	-1.4	3.8	-0.7	-4.0
29	O=C(Nc1ccc2ccccc2c1)c1cccc2ccccc12	-10.2	-5.7	-0.7	1.0	-3.1
30	CCOc1ccc(NC(=O)CCNS(=O)(=O)c2cccs2)cc1	-0.2	-1.8	2.4	-1.7	-7.7

#	SMARCA2 act	GC-A act	Rev-erbA mod	ASAP1 inh	rCAG RNA binder
21	0.1	-1.7	2.9	-0.9	-5.9
22	-0.6	/	/	2.2	1.2
23	4.9	-1.8	-0.2	-10.8	-1.5
24	-1.1	4.7	2.5	3.8	12.2
25	-2.1	-3.9	4.3	11.7	5.1
26	-2.6	1.6	3.9	-5.9	-4.1
27	-1.5	1.4	2.6	10.0	-1.4
28	3.5	-2.1	5.7	-0.6	-8.5
29	2.0	3.3	-2.5	4.6	3.6
30	-2.4	3.1	0.5	6.1	-0.4

The listing continues.
#	Structure	HTRA1 inh	mABHD4 FP	NPR2 activator	PG9 binder	ARFGAP1 inh
31	Cc1onc(-c2ccccc2Cl)c1C(=O)Nc1ccc(N2CCOCC2)cc1	-0.7	10.6	0.4	-2.1	4.0
32	CCOc1ccc(OCc2cccc(C(=O)N3CCCC3)c2)cc1	-6.7	4.3	-1.1	1.4	9.9
33	COc1ccccc1-n1cc2c([N+](=O)[O-])cc([N+](=O)[O-])cc2n1	6.3	-4.0	-3.0	-2.1	-4.2
34	COCCN(C(=O)CSc1nc2ccccc2c(=O)n1CC(C)C)c1c(N)n(Cc2ccccc2)c(=O)[nH]c1=O	-6.7	1.7	-0.3	0.2	4.6
35	O=C1CCC[C@H]2C[C@H](NCc3ccccc3Cl)CC[C@]23CCCN13	/	2.4	1.2	/	/
36	CC(=O)Oc1ccc(C(=O)Nc2ccc(C3(C#N)CCCC3)cc2)cc1	24.5	-8.5	7.0	3.7	15.9
37	COc1ccc(C)cc1NC(=O)CSc1nnc(-c2ccco2)n1N	4.1	-4.5	1.3	0.9	3.4
38	CCCN(CC(=O)Nc1cc(Cl)ccc1Cl)C(=O)c1ccc(N2CCCC2=O)cc1	0.5	-3.4	-1.4	1.4	7.4
39	Cc1ccc(NC(=O)CCc2nnc(SCC(=O)Nc3ccccc3C)n2C)cc1Cl	-11.3	7.5	-6.4	0.9	0.0
40	Cc1cc(C(F)F)n2nc(C(=O)Nc3cccc(C(F)(F)F)c3)nc2n1	-8.6	-4.0	1.5	0.6	17.6

#	SMARCA2 act	GC-A act	Rev-erbA mod	ASAP1 inh	rCAG RNA binder
31	0.9	-1.4	3.1	5.8	0.3
32	4.2	0.8	2.4	-1.2	-5.7
33	0.2	22.1	-3.5	-3.3	1.9
34	-1.3	-1.5	1.8	-5.4	-5.8
35	/	-2.7	2.4	/	/
36	3.0	7.4	-1.4	2.0	-5.5
37	-1.9	-4.4	6.5	-6.7	8.3
38	-2.9	-0.1	1.7	8.4	-0.6
39	-4.7	-4.3	-5.5	1.2	-4.9
40	-0.3	-0.1	0.3	4.6	0.9

4 structures already listed, arranged by SMILES length, ascending.
#	Structure	HTRA1 inh	mABHD4 FP	NPR2 activator	PG9 binder	ARFGAP1 inh
37	COc1ccc(C)cc1NC(=O)CSc1nnc(-c2ccco2)n1N	4.1	-4.5	1.3	0.9	3.4
36	CC(=O)Oc1ccc(C(=O)Nc2ccc(C3(C#N)CCCC3)cc2)cc1	24.5	-8.5	7.0	3.7	15.9
40	Cc1cc(C(F)F)n2nc(C(=O)Nc3cccc(C(F)(F)F)c3)nc2n1	-8.6	-4.0	1.5	0.6	17.6
33	COc1ccccc1-n1cc2c([N+](=O)[O-])cc([N+](=O)[O-])cc2n1	6.3	-4.0	-3.0	-2.1	-4.2

#	SMARCA2 act	GC-A act	Rev-erbA mod	ASAP1 inh	rCAG RNA binder
37	-1.9	-4.4	6.5	-6.7	8.3
36	3.0	7.4	-1.4	2.0	-5.5
40	-0.3	-0.1	0.3	4.6	0.9
33	0.2	22.1	-3.5	-3.3	1.9

Four of the compounds above, with values under each structure:
Under each structure – HTRA1 inh	mABHD4 FP	NPR2 activator	PG9 binder	ARFGAP1 inh	SMARCA2 act	GC-A act	Rev-erbA mod	ASAP1 inh	rCAG RNA binder
39) Cc1ccc(NC(=O)CCc2nnc(SCC(=O)Nc3ccccc3C)n2C)cc1Cl
 : -11.3	7.5	-6.4	0.9	0.0	-4.7	-4.3	-5.5	1.2	-4.9
31) Cc1onc(-c2ccccc2Cl)c1C(=O)Nc1ccc(N2CCOCC2)cc1
 : -0.7	10.6	0.4	-2.1	4.0	0.9	-1.4	3.1	5.8	0.3
34) COCCN(C(=O)CSc1nc2ccccc2c(=O)n1CC(C)C)c1c(N)n(Cc2ccccc2)c(=O)[nH]c1=O
 : -6.7	1.7	-0.3	0.2	4.6	-1.3	-1.5	1.8	-5.4	-5.8
37) COc1ccc(C)cc1NC(=O)CSc1nnc(-c2ccco2)n1N
 : 4.1	-4.5	1.3	0.9	3.4	-1.9	-4.4	6.5	-6.7	8.3

Screening results deposited in PubChem BioAssay by several laboratories.
